# Compound activity (PubChem)
# bIAP inhibitor = intestinal alkaline phosphatase (bovine) inhibition | purified bovine IAP, CDP-star luminescence, 30 min | inhibition, % at 20 µM | 190,000 tested, under 10 active;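 active = over 50% inhibition of intestinal alkaline phosphatase at 20 µM in the single-dose screen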
#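 test system = bovine IAP enzyme | medium = DEA buffer 100 mM, pH 9.8, with MgCl2 1.0 mM, ZnCl2 0.02 mM | detection = luminescence | dosing = single compound dose of 20 µM, 2% DMSO final | incubation = 30 min reaction at room temperature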
# PPARg SRC3 recr = PPARgamma-driven SRC-3 recruitment agonism | P37231 | biochemical PPARgamma/SRC-3 coactivator recruitment assay | activation, % at 8 µM | 200,000 compounds, 0.26% hits; in the data active = activation above about 23%;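 also: 0% = DMSO and 100% = reference agonist; some compounds past the cut are filed as inactive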
# Target sequence (P37231 whole entry, looked up): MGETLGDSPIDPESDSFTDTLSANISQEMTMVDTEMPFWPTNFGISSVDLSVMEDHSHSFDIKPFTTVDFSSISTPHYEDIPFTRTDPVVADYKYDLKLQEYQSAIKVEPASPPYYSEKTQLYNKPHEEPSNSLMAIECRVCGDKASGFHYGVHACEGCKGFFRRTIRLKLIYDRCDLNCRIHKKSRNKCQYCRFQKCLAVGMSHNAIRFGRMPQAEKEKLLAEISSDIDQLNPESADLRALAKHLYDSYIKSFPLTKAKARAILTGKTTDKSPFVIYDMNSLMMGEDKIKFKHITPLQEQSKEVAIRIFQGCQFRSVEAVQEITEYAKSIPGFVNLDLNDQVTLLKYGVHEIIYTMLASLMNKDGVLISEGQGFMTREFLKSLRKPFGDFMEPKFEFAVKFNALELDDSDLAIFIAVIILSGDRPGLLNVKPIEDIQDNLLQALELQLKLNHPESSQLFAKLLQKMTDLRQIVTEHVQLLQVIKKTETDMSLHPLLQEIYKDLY
# PPARg SRC1 recr = promotes SRC-1 coactivator recruitment by human PPARgamma | P37231 | PPARgamma-SRC-1 coactivator recruitment biochemical assay | activation, % at 8 µM | 200,000 compounds, 0.41% hits | AID 631; in the data active = activation above about 19%;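 also: 0% = DMSO and 100% = reference agonist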
# PPARg SRC-2 ag = promotes SRC-2 coactivator recruitment by human PPARgamma. P37231. 200,000 compounds, 0.34% hits. PPARgamma LBD-SRC-2 recruitment, biochemical. activation, % at 8 µM; in the data active = activation above about 22%;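 also: 0% = vehicle and 100% = reference agonist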
# Efa HMGR inh = inhibitors of class II HMG-CoA reductase from Enterococcus faecalis; purified E. faecalis HMGR, NADPH absorbance 340 nm kinetic; inhibition, % at 10 µM; 190,000 compounds, 0.41% hits;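 active = inhibition above a set limit, the median over all tested compounds plus 3 SD, cut at about 9.5% in these data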;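 also: enzyme runs in reverse so mevalonate oxidation gives rising NADPH absorbance; 0% = complete reaction with DMSO and 100% = background rate lacking mevalonate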
# ROMK mod = modulators of human ROMK potassium channel | P48048 | Tet-inducible ROMK, thallium flux fluorescence; actives lie on both sides | B-score at 10 µM | 130,000 compounds, 2% hits;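 active = signal ratio slope over the read window, or its plate-corrected B-score, at least 3 SD from the plate mean, either direction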;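 also: B-score of the F/F0 ratio slope over 7 to 12 s after thallium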
# Target sequence (P48048 whole entry, looked up): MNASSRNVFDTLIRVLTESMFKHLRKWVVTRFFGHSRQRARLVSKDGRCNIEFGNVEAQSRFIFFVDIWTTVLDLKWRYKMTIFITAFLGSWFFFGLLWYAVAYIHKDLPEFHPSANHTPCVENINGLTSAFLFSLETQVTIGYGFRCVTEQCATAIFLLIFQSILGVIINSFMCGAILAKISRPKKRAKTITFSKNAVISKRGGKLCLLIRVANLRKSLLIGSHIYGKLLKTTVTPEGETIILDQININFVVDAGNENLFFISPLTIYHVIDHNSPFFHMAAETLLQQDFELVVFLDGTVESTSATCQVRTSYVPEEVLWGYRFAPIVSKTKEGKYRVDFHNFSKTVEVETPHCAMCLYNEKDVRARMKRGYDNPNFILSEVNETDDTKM
# S1P3 antag = S1P3 (human) receptor antagonism | inhibition, % at 4.98 µM | CHO S1P3 NFAT-BLA reporter, FRET fluorescence, antagonist mode | Q99500 | AID 485 | 170,000 compounds, 0.27% hits;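 active = inhibition above the plate cutoff, the mean inhibition of test wells on that plate plus 3 SD, cut at about 28% in these data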;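 also: cells challenged with S1P at its EC80 of 0.8 µM; blue over green emission ratio from cleaved BLA substrate after 4 h stimulation; 0% = S1P-stimulated wells and 100% = unstimulated DMSO-only wells; some compounds past the cut are filed as inactive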
# Lmaj promast = inhibitors of Leishmania major promastigote growth; Leishmania major promastigotes, resazurin fluorescence viability; inhibition, % at 10 µM; AID 1063; 200,000 compounds, 9% hits; in the data active = inhibition above about 50%;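 also: promastigotes grown with compound for 44 hours at 28 °C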
# DTT redox prof = compounds producing H2O2 with reducing agent – biochemical, NIH compound library profiling, artefact control for MLSCN library redox annotation, primary screen | DTT-dependent redox cycling H2O2, phenol red/HRP absorbance; 100% = 100 µM peroxide control, 0% = buffer | activation, % at 10 µM | 200,000 compounds, 0.03% hits;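 active = activation of at least 50% relative to the plate's high and low controls in the primary single-dose screen; inactive = activation below 50%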;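 also: compound incubated with DTT at 0.8 mM final as the reducing agent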
# TR-FRET SRC-2 ct = counter-screen for PPARgamma SRC-2 recruitment agonists: TR-FRET artefact; hits give high values; TR-FRET ratio at 8 µM; 200,000 compounds, 0.4% hits; in the data active = TR-FRET ratio above about 2000; also: inactives centre near 1500
# RAM network inh = blocks the yeast RAM network; AID 868; 190,000 compounds, 1.8% hits; inhibition, % at 50 µM; S. cerevisiae dse1pr::URA3 reporter, 5-FOA growth OD615, 2 d; analog-sensitive cbk1-as2 kinase mutant strain;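 active = inhibition above a set limit, 3 SD over mean compound inhibition, cut at about 8.4% in these data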;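 also: 0% = DMSO-only wells with no growth and 100% = 10 µM 1-NA-PP1 full growth; inhibition rescues growth on 5-FOA so higher OD means more RAM inhibition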
# The depositor's hits bear a star; nt = not tested or not shown.
molecule	bIAP inhibitor	PPARg SRC3 recr	PPARg SRC1 recr	PPARg SRC-2 ag	Efa HMGR inh	ROMK mod	S1P3 antag	Lmaj promast	DTT redox prof	TR-FRET SRC-2 ct	RAM network inh
Cc1nc2nc[nH]n2c(=O)c1CCC(C)C	-4	0	12	-3	1	nt	-24	-1	-1.8	1582	-1.6
CCOc1ccc(-c2c(=O)n(OCc3ccccc3Br)c3ccccc3[n+]2[O-])c(OCC)c1	0	-1	5	5	0	1.3	-7	-10	-0.2	1614	3.9
COC(=O)c1nn(-c2ccccc2)c(=O)cc1Oc1ccccc1	6	11	9	1	-1	nt	nt	-8	2.9	1416	2.8
O=C(CN1NS(=O)(=O)c2ccccc2C1=O)Nc1ccccc1OC(F)F	14	7	7	3	1	0.44	nt	-4	-0.1	1581	0.1
COc1ccccc1NC(=O)CC1S/C(=N/N=C2\CCCc3ccccc32)NC1=O (centres undefined)	0	4	1	5	2	nt	7	4	-1.3	1556	0.9
c1ccc(SCc2nc3ccccc3[nH]2)nc1	4	3	1	5	-1	-0.16	nt	-4	0.0	1507	0.4
COCCNC(=O)COc1cc(=O)n(C)c2ccccc12	6	1	4	3	1	-0.37	-8	-1	1.1	1612	1.6
Cc1ccc(S(=O)(=O)N/N=C(\c2ccccc2)c2cccnc2)cc1	0	3	-2	-8	-1	-0.5	2	-7	-0.4	1414	-0.4

# Three entries from above, sorted by molar mass, largest number first:
molecule	bIAP inhibitor	PPARg SRC3 recr	PPARg SRC1 recr	PPARg SRC-2 ag	Efa HMGR inh	ROMK mod	S1P3 antag	Lmaj promast	DTT redox prof	TR-FRET SRC-2 ct	RAM network inh
CCOc1ccc(-c2c(=O)n(OCc3ccccc3Br)c3ccccc3[n+]2[O-])c(OCC)c1	0	-1	5	5	0	1.3	-7	-10	-0.2	1614	3.9
O=C(CN1NS(=O)(=O)c2ccccc2C1=O)Nc1ccccc1OC(F)F	14	7	7	3	1	0.44	nt	-4	-0.1	1581	0.1
c1ccc(SCc2nc3ccccc3[nH]2)nc1	4	3	1	5	-1	-0.16	nt	-4	0.0	1507	0.4

# Other records.
molecule	bIAP inhibitor	PPARg SRC3 recr	PPARg SRC1 recr	PPARg SRC-2 ag	Efa HMGR inh	ROMK mod	S1P3 antag	Lmaj promast	DTT redox prof	TR-FRET SRC-2 ct	RAM network inh
NS(=O)(=O)c1ccc(CCNC(=O)CCCn2c(SCC(=O)N3CCCC3)nc3ccsc3c2=O)cc1	-13	-2	6	0	-6	-0.26	3	-2	-0.1	1313	4.0
CCCC(=O)NCCSC	11	-4	4	9	2	nt	-10	-5	-0.8	1608	0.4
O=C(Nc1ccccc1)C1=C[C@H](C2CCCCC2)C[C@H](OCc2ccc(CO)cc2)O1	3	-1	14	-2	1	nt	-1	38	-0.7	1421	14*
COc1cccc(CNC(=O)CCCNS(=O)(=O)c2cccs2)c1	3	-4	-1	1	-5	nt	23	-4	1.9	1363	0.1
Cc1ccccc1NC(=O)c1c(Cl)nc(C)c(Cl)c1C	12	4	-1	6	1	0.051	-1	-2	-0.1	1611	1.8
CCNS(=O)(=O)c1ccc(NC(=O)Nc2cccc(OC)c2)cc1	16	0	-3	8	-8	nt	0	3	-3.1	1479	1.1
CCN1CCN(S(=O)(=O)c2ccc(Oc3ccccc3OC)cc2)CC1	-6	-2	-4	0	-7	-0.16	-5	-4	0.1	1605	0.7
O=C(Nc1ccc(O)cc1)c1cc2n(n1)C(C(F)(F)F)CC(c1ccco1)N2 (centres undefined)	15	11	2	-4	-5	nt	16	-2	-0.1	1571	-0.1
Cc1nccc(-c2ccc(-n3c(C)ccc3C)cc2)n1	12	4	7	7	0	-1	-8	42	-1.2	1617	1.0
COC(=O)Cc1c(C)c2ccc(OC(=O)c3ccco3)cc2oc1=O	15	0	3	7	0	-0.22	-23	-9	1.1	1593	0.1
Cc1ccc(C(=O)Nc2sc3c(c2C#N)CCCCC3)cc1C	6	0	0	-3	-6	nt	nt	-10	1.9	1589	5.3
O=C(CCCOc1ccc(Cl)cc1Cl)Nc1ccncc1	-6	-5	3	3	0	-0.14	nt	99*	0.1	1613	-0.1
O=C(NCCC1=CCCCC1)c1ccc(Br)o1	6	6	-4	6	-8	nt	-8	-3	2.2	1564	0.1
Cc1cc(C)nc(N2CCCC(C(=O)NC3CCCC3)C2)n1 (centres undefined)	4	-3	-8	-4	3	0.13	-17	8	0.0	1378	2.7
CCOC(=O)c1c(C)[nH]c(NC(=O)N2CCOCC2)c1C	-5	-3	0	6	3	0.053	-20	-5	0.7	1323	0.7
Cc1ccc2nc(C(Cl)(Cl)Cl)nc(N/N=C/c3ccncc3)c2c1	-8	1	4	3	-4	-0.2	6	0	-0.2	1356	1.9
O=C(Cn1c2[n+](c3ccc(C(F)(F)F)cc31)CCCCC2)Nc1c(F)cccc1F	15	0	-2	8	-4	0.56	-10	-4	-0.5	1520	2.4
Cc1ccc(CN2CCN(Cc3c(C)nn(C(C)C)c3C)CC2CCO)o1 (centres undefined)	-6	-3	2	-5	-5	-0.89	-5	-5	-1.1	1401	1.0
Fc1ccc(Cn2ccc(-c3cnc(-c4ccccc4)s3)n2)cc1	29	3	0	5	-4	0.62	nt	-9	0.1	1559	7.4
CCOC(=O)C1CCN(Cc2ccccc2C)CC1	-10	-8	-2	2	0	0.59	nt	89*	0.2	1523	1.7
Cc1ccnc(NC2CCCCC2)c1	-19	0	1	-4	0	nt	-3	27	0.1	1554	1.4
Cc1nc2ccccn2c1C(=O)N/N=C/c1ccccc1[N+](=O)[O-]	-23	-4	-3	-5	-4	0.22	nt	0	-2.4	1353	-0.9
CCC1C/C(=C/c2ccco2)C(=O)/C(=C/c2ccco2)C1 (centres undefined)	13	-4	-1	2	5	0.0049	-7	15	-0.5	1468	4.3
COc1cc(NC(=O)c2cccnc2Sc2ccc(C)c(C)c2)cc(OC)c1OC	6	2	8	7	-3	nt	0	5	0.2	1713	7.3
NC(Cc1ccc2nonc2c1)C(=O)O (centres undefined)	2	0	-1	-1	-3	-0.23	-31	-7	1.4	1576	0.2
CC(C)CC(=O)N1CCC(O)(CS(=O)(=O)c2ccc(Cl)c(Cl)c2)CC1	-17	3	2	2	4	-0.051	-1	-8	-0.2	1655	0.1
COc1ccc(C(C)C)cc1S(=O)(=O)N1CCN(c2ccccc2)CC1	-4	1	7	4	-5	0.073	-4	3	0.6	1699	11*
CN(C(=O)CCc1nnc(Cc2ccc(-c3ccccc3)cc2)o1)C1CCOCC1	-6	1	-3	0	-2	0.29	3	-7	-0.1	1412	0.6
CCN(CCCNC(=O)c1[nH]c(C)c(C(C)=O)c1C)c1ccccc1	2	7	12	6	0	1.5	22	-1	-1.5	1680	-0.1
CC(C)NC(=O)CSCc1ccccc1Cl	11	-12	-5	-1	1	nt	2	0	2.9	1395	0.6
CSc1ccc(CN2CCN(C(=O)c3ccc([N+](=O)[O-])cc3)CC2)cc1	-15	-2	-3	1	-1	-1.8	10	69*	0.6	1642	0.3
O=C(Nc1ccc2oc(-c3cccnc3)nc2c1)c1ccc(Br)o1	-5	25	18	-7	-2	nt	nt	-4	1.2	1478	0.2
CCCCn1c(N)c(Sc2ccc(C)cc2)c(=O)[nH]c1=O	8	0	-2	11	1	nt	-13	-5	-2.0	1591	0.3
CC1CCN(c2cc(N3CCN(C(=O)c4ccc(F)c(F)c4)CC3)c([N+](=O)[O-])cc2F)CC1	1	4	-1	20	2	-0.8	-25	3	0.7	1693	5.1
COc1ccc(SCC(=O)Nc2ccccc2Cl)cc1	13	5	2	10	1	-0.18	-8	0	-0.2	1561	2.3
CCOC(=O)CSc1nc(N)c2c3c(sc2n1)CCCC3	18	0	1	-1	2	-0.14	nt	30	-0.2	1560	1.1
CCOc1ccc(NCc2nnc(SCC(=O)Nc3nc(-c4ccccc4)cs3)n2-c2ccccc2)cc1	3	0	-2	4	1	0.0064	-6	95*	-0.6	1706	4.4
CCOC(=O)Cn1nc(CC)c2ccccc2c1=O	8	-7	-9	2	0	nt	nt	2	1.4	1461	0.4
CCOc1ccc(C2CC(c3cccc(OC)c3)n3nc(N)nc3N2)cc1 (centres undefined)	2	5	6	-1	-3	nt	9	-10	-2.1	1810	0.3
COc1ccc(OCC(=O)NNc2c3ccccc3nc3ccccc23)cc1	16	9	-3	-3	-2	nt	nt	16	2.0	1534	1.8
Clc1ccccc1OCCCCN1CCCC1	-1	3	1	3	-4	0.15	18	96*	2.0	1556	0.5
N#CC1=C(O)CCCn2c1nc1ccccc1c2=O	0	-1	-3	-9	-6	nt	nt	9	1.0	1404	1.3
COCc1c(C(=O)NC2CCCCCC2)oc2ccccc12	7	-2	11	5	0	-0.0081	1	1	-1.8	1578	1.4
C=CCn1c(C(C)NC(=O)c2ccccc2)n[nH]c1=S (centres undefined)	1	-5	5	5	5	0.58	nt	-5	5.9	1354	2.6
COc1ccccc1CNC(=O)c1cccc2c1C(=O)N(Cc1cccnc1)C2	-4	0	7	-2	-10	-0.69	9	1	0.3	1612	0.4
COc1ccc(C(=O)/C=C/Nc2ccc(NC(C)=O)cc2)cc1OC	-4	20	-2	20	-10	nt	nt	-2	3.1	1510	3.4
CNC(=S)NNC(=O)c1cccn(Cc2cccc(Cl)c2)c1=O	-35	10	5	10	-8	nt	nt	-3	1.5	1485	1.3
Cc1ccccc1C(=O)N1CCN(c2ccc(NC(=O)c3cccnc3)cc2)CC1	-1	2	8	10	-5	-0.81	-13	-1	-1.4	1706	1.1
CC(=O)C(C)Oc1ccc2c3c(c(=O)oc2c1C)CCCC3 (centres undefined)	-1	9	-2	16	3	nt	-5	4	0.2	1720	-1.2
Cc1cc(C)c(OCC(=O)N/N=C/c2ccc3c(c2)OCO3)c(C)c1	15	3	1	6	-6	nt	-8	39	-0.8	1641	1.1
CC(C)CNC(=O)c1ccccc1NC(=O)CSCc1ccccc1	7	0	-1	2	1	-0.063	nt	-4	0.2	1471	3.7
Cc1ccc([N+](=O)[O-])cc1N(CC(=O)NC1CCCC1)S(C)(=O)=O	-3	-1	-6	2	1	-0.29	-10	-1	0.4	1515	0.8
COc1ccc(NC(=O)c2cc(-c3ccco3)on2)cc1	4	-1	-6	-2	-7	-0.33	1	-3	0.0	1555	4.5
CSc1nc2sc3c(c2c(=O)n1C)CCC(C)C3 (centres undefined)	2	-3	-4	-5	-3	nt	18	1	1.4	1442	2.7
CCc1ccc(NC(=O)COC(=O)/C(=C/c2ccccc2OC)c2ccccc2)cc1	nt	-4	1	3	-8	nt	-24	-1	2.2	1524	8.2
CC1(C)OC(C(=O)NC2CCCCC2)C(C(=O)NC2CCCCC2)O1 (centres undefined)	13	-8	5	6	5	0.18	-17	5	1.5	1335	1.6
CCc1ccc(NC(=O)c2cnn3c(C(F)F)cc(C)nc23)cc1	4	-1	-3	4	-1	-0.26	-15	-2	0.0	1562	3.6
O=C(Nc1ccncc1)c1cc(-c2ccccn2)nc2ccccc12	-3	1	2	-9	-5	-0.52	9	19	0.5	1340	1.6
